# Screens as filed in PubChem.
# CBFb RUNX1 block = blocks binding between human CBF-beta and RUNX1. Q01196+Q13951. AlphaScreen CBFb-His/RUNX1-biotin binding, biochemical. 230,000 tested, under 10 active. Potency, µM (top dose mostly 59.8 µM), inactives show at the top dose activity, negative = inhibition, usual class: inhibitors; also: % of control where 0% means no effect
#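 AlphaScreen proximity signal reports loss of binding between His-tagged CBF-beta and biotin-labelled RUNX1, each at 30 nM. Proteins are pre-associated for 20 minutes, compounds added for 15 minutes, then beads for 90 minutes, all at ambient temperature.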
# Epigenetic reg = regulators of epigenetic silencing causing reporter derepression in mouse cells; murine LDR cells, GFP reporter derepression, 30 h; actives 0.2% (n = 280,000); Potency, µM (series often up to 53.9 µM), inactives show at the highest dose GFP activation, usual class: activators; also: potency is read from the fitted curve at half-maximal effect; % of control where 0% means no effect; nearly all actives have a fitted effect of over 60% in size
#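 GFP-positive cell count by laser-scanning cytometry (objects 20–120 um) after 30 h, 37 C compound exposure of murine LDR cells; reporter is CMV-GFP integrated at a silenced locus, inducible by HDAC or DNMT inhibitors.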
# Tau fibril FP = tau fibrillization inhibition (FP); K18 P301L tau heparin fibrillization, Alexa594 FP, 6 h; Potency, µM (series often up to 57.7 µM), inactives show at the top dose activity, negative = inhibition, usual class: inhibitors; actives 0.39% (n = 280,000); also: potency is read from the fitted curve at half-maximal effect; % is scaled to controls: 0 for no effect and ±100 for the full control effect; nearly all actives have a fitted effect of over 55% in size
# Target sequence (P10636 561-689 P618L limits assumed): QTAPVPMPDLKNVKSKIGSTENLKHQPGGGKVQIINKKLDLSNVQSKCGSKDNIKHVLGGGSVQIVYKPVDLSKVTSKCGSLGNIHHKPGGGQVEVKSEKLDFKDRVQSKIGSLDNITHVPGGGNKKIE
#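 K18 P301L tau (15 uM unlabeled/0.24 uM Alexa 594-labeled, final) + compound + heparin 20 uM final; 100 mM NaOAc pH 7; 6 hr 37 C; ThT 30 uM final added, 1 hr RT; FP ex 555/em 632 nm.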
# TRb SRC2 PPI = disrupts binding of human TR beta to SRC2; TRbeta-SRC2 peptide binding, fluorescence polarization; receptor liganded with 1 µM T3; Potency, µM (series often up to 106 µM), for inactives: at the top dose activity change, negative = inhibition, usual class: inhibitors; AID 1469; actives 0.065% (n = 280,000);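 also: potency is read from the fitted curve at half-maximal effect; plate controls were bound peptide for no effect and peptide without receptor for full effect; nearly all actives have a fitted effect of over 50% in size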
# Target sequence (P10828 whole entry, looked up): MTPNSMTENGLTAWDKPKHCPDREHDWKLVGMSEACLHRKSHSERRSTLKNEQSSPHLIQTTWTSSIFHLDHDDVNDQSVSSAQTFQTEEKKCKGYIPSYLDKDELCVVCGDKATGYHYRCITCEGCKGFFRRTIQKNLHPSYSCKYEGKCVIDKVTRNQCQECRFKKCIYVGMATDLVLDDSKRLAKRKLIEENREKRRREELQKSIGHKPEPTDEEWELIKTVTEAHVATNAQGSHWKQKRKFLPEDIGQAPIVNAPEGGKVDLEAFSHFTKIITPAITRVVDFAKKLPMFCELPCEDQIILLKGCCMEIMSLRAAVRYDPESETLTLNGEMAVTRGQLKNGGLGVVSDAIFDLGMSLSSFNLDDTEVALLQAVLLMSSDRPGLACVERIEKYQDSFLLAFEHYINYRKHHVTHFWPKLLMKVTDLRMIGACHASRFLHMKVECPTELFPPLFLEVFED
#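 Assay buffer: 20 mM Tris-HCl, 100 mM NaCl, 10% glycerol, 1 mM EDTA, 0.01% NP-40, 1 mM DTT, 1 uM T3, 5% DMSO; TRb LBD 0.6 uM, Texas Red SRC2 20 nM; FP after 5 hr.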
# GLA spleen mod = inhibits or activates alpha-galactosidase in human spleen homogenate | Potency, µM (series often up to 80 µM), for the others: at the top dose activity change, negative = inhibition, usual class: inhibitors | P06280 | human spleen homogenate, 4MU-alpha-Gal fluorescence, 40 min | actives 0.008% (n = 240,000) | AID 2107;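 also: potency is read from the fitted curve at half-maximal effect; 0% = enzyme with vehicle and -100% = no enzyme basal signal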
#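 Spleen homogenate 1 ug + cpd (titration) + 4-MU-alpha-D-galactopyranoside 1 mM; 37C 40 min; 50 mM citrate/phosphate pH 5.0, 0.01% Tween-20; stop pH 10; fluorescence 365/440; AC50 via Hill.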
# Tau fluor cs = counter-screen for tau fibril formation inhibitors; tau K18 P301L Alexa594 fluorescence, heparin fibrillization; Potency, µM (series often up to 57.7 µM), for inactives: at the top dose activity change, negative = decrease; actives 0.93% (n = 280,000); also: potency is read from the fitted curve at half-maximal effect; % is scaled to controls: 0 for no effect and ±100 for the full control effect; nearly all actives have a fitted effect of over 55% in size
#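 Human tau K18 P301L (15 uM unlabeled, 0.24 uM Alexa 594-labeled) in 100 mM sodium acetate pH 7 with 20 uM heparin, 6 hr at 37 C. ThT 30 uM added, 1 hr ambient; Alexa 594 FP and total fluorescence read at 555/632 nm.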
# TR SRC2 fluor cs = Texas Red fluorescence interference in TRb-SRC2 counter-screen | TRb/SRC2 Texas Red total fluorescence interference | actives 0.29% (n = 280,000) | Potency, µM (series often up to 106 µM), without a hit: at the highest dose fluorescence change, negative = quenching; active = well fitted curve in either direction with a large enough effect; inconclusive = small, poorly fitted or top-dose-only effect; also: potency is read from the fitted curve at half-maximal effect; % is scaled to controls: 0 for no effect and ±100 for the full control effect
#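 Human TRb ligand-binding domain at 0.6 uM with 20 nM Texas Red SRC2 peptide in Tris buffer containing 1 uM T3 and 5% DMSO, incubated with compound 5 h at ambient temperature. Total fluorescence (555/632 nm) calculated as parallel + 2 × perpendicular.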
# NPSR antag = blocks cAMP signaling of the human neuropeptide S receptor | Q6W5P4 | actives 1% (n = 220,000) | CHO-NPSR cells, cAMP TR-FRET, antagonist mode | Potency, µM (series often up to 38.3 µM), inactives show top-dose activity change, negative = inhibition, most hits filed as inhibitors; also: potency is read from the fitted curve at half-maximal effect; % is scaled to controls: 0 for no effect and ±100 for the full control effect; nearly all actives have a fitted effect of over 50% in size; many of its hits are not listed in these tables
# Target sequence (Q6W5P4 whole entry, looked up): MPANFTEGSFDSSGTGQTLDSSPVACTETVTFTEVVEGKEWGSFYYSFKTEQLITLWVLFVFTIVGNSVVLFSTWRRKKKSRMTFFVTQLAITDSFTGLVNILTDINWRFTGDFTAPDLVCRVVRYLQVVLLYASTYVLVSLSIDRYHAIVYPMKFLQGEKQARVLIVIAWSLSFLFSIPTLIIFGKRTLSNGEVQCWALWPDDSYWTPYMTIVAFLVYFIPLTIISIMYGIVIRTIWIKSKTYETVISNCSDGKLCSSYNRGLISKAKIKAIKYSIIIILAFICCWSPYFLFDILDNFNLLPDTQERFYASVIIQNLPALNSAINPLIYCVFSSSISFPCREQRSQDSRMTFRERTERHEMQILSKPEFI
# * hit, by the source's call; ? = inconclusive; / = no result given; & = joins results of further samples; [ ] = remark or other dose. Unless noted, calls follow the shape of the dose curve; as a rule, active = well fitted curve in the direction sought with a large enough effect; inconclusive = small, poorly fitted or top-dose-only effect, or another doubt; inactive = no such curve, though single readings can be large; an effect the other way counts as inactive or inconclusive. A portion of the library; count on the stated rates, not on these rows.
cpd | Molecule | CBFb RUNX1 block | Epigenetic reg | Tau fibril FP | TRb SRC2 PPI
1 | O=C(c1cc2ccccc2o1)N1CCN(S(=O)(=O)c2cccs2)CC1 | 2% | 0.6% | -3% | -12%
2 | COc1ccc(N2CC(C(=O)Nc3nc4ccccc4s3)CC2=O)cc1 (stereo not given) | 2% | -1.0% | -7% | 2%
3 | O=C(CCCN1C(=O)/C(=C/c2cccc(Br)c2)SC1=S)Nc1cccnc1 | ? | -1.1% | -11% | 0%
4 | CN1C(=O)NC(c2ccc(O)cc2)C2=C1CN(c1cccc3ccccc13)C2=O (stereo not given) | 4% | -3.0% | 14% | 7%
5 | COc1ccc(/C=C2/SC(c3ccc(C)cc3)=NC2=O)cc1OC | -14% | -1.0% | ? | -5%
6 | Cc1ccc(S(=O)(=O)CCC(=O)OCc2ccc(Cl)cc2)cc1 | 15% | -0.9% | 4% | 8%
7 | COc1ccc(S(=O)(=O)N/N=c2\oc3c(OC)cccc3cc2S(=O)(=O)c2ccc(C)cc2)cc1OC | -3% | 4.9% | -5% | -1%
8 | COc1ccc(CCNC(=O)CSc2ccc(-c3cccs3)nn2)cc1 | 5% | -0.6% | 2% | 2%
9 | COc1ccc(-c2nc(C#N)c(NCc3ccc(F)cc3)o2)cc1OC | -12% | 9.5% | ? | 1%
10 | CC(C)(C)c1nnc(SCC(=O)c2ccccc2)n(N)c1=O | -8% | ? | 4% | 2%
11 | CC(C)=C(NC(=O)c1ccccc1)C(=O)Nc1cccc(C(=O)O)c1 | 6% | -7.2% | -5% | 4%
12 | Cc1ccc(Sc2cc(Cl)nc(N)n2)cc1 | 5% | -1.1% | -8% | 0%

cpd | GLA spleen mod | Tau fluor cs | TR SRC2 fluor cs | NPSR antag
1 | 6% | -15% | 2% | -6%[46.1 µM]
2 | -1% | -11% | -1% | -28%
3 | 9% | ? | -4% | -21%
4 | 13% | -3% | -1% | 5%
5 | -1% | ? | -3% | -15%[46.1 µM]
6 | -6% | -18% | 1% | 23%
7 | -2% | -19% | 0% | -29%
8 | 8% | -6% | 0% | -4%
9 | -18% | ? | -5% | ?
10 | -4% | -4% | -2% | 4%
11 | 11% | -10% | 1% | -7%
12 | 7% | -3% | 0% | 4%[46.1 µM]

# Next results
cpd | Molecule | CBFb RUNX1 block | Epigenetic reg | Tau fibril FP | TRb SRC2 PPI
13 | N#C/C(=C\c1ccc(O)c(O)c1)C(=O)NCCCc1ccccc1 | ? | 4.0%&9.6%&6.3% | ? | -1%&3%&-5%
14 | COc1ccc(S(=O)(=O)N2CCCC2C(=O)Nc2ccc(O)cc2)cc1 (stereo not given) | 15% | 1.3% | 1% | -12%
15 | COc1ccc(CCC(=O)NC2CC(=O)N(c3cccc(F)c3)C2)cc1 (stereo not given) | / | 1.4% | -11% | 8%
16 | O=[N+]([O-])c1cc(-c2cnc3ccccc3n2)ccc1Oc1ccc(F)cc1 | -18% | 1.2% | 6% | 6%
17 | O=S(=O)(CCN1CCN(c2ccccn2)CC1)c1ccc(F)cc1 | 0% | -0.3% | -8% | 3%
18 | COc1ccc(NC(=O)Cn2c(=O)c3ccccc3n3nncc23)cc1Cl | / | -1.7% | -2% | -2%
19 | CS(=O)(=O)N(CC(=O)O)c1ccc(Oc2ccccc2)cc1 | 4% | -2.1% | -1% | 1%
20 | COc1ccc(NC(=O)CSc2oc(-c3ccc(F)cc3)nc2S(=O)(=O)c2ccc(C)cc2)c(OC)c1 | / | 15% | -11% | -1%
21 | COc1ccccc1CNC(=O)C1CCN(Cc2nc(-c3cccc(Cl)c3)oc2C)CC1 | -4% | 2.1% | -1% | 7%
22 | COC(=O)C(NC(C)=O)(Nc1nc2ccc(C)cc2s1)C(F)(F)F (stereo not given) | -4% | -0.3% | -6% | 3%
23 | CCOc1ccccc1NC(=O)CN1C(=O)CC(c2ccc(OC)c(OC)c2)Sc2ccccc21 (stereo not given) | / | 2.2% | -1% | 2%
24 | Cc1ccccc1CNC(=O)C1CCN(c2nnc(-n3c(C)ccc3C)s2)CC1 | / | -2.7% | -15% | 14%

cpd | GLA spleen mod | Tau fluor cs | TR SRC2 fluor cs | NPSR antag
13 | -3%&2%&5% | ? | -3%&-1%&-3% | ?
14 | -5% | -2% | -7% | ?
15 | / | -13% | 1% | /
16 | -4% | ? | 1% | -27%[46.1 µM]
17 | -12% | -4% | -2% | -5%[7.67 µM]
18 | / | -2% | 0% | /
19 | 1% | 3% | 0% | -4%[46.1 µM]
20 | / | -22% | 0% | /
21 | 4% | -11% | 2% | 1%[46.1 µM]
22 | -4% | -9% | 0% | -4%[46.1 µM]
23 | / | -15% | -1% | /
24 | / | -16% | -2% | /

# 10 entries from above, arranged by number of heavy atoms, descending:
cpd | Molecule | CBFb RUNX1 block | Epigenetic reg | Tau fibril FP | TRb SRC2 PPI
20 | COc1ccc(NC(=O)CSc2oc(-c3ccc(F)cc3)nc2S(=O)(=O)c2ccc(C)cc2)c(OC)c1 | / | 15% | -11% | -1%
23 | CCOc1ccccc1NC(=O)CN1C(=O)CC(c2ccc(OC)c(OC)c2)Sc2ccccc21 (stereo not given) | / | 2.2% | -1% | 2%
21 | COc1ccccc1CNC(=O)C1CCN(Cc2nc(-c3cccc(Cl)c3)oc2C)CC1 | -4% | 2.1% | -1% | 7%
24 | Cc1ccccc1CNC(=O)C1CCN(c2nnc(-n3c(C)ccc3C)s2)CC1 | / | -2.7% | -15% | 14%
18 | COc1ccc(NC(=O)Cn2c(=O)c3ccccc3n3nncc23)cc1Cl | / | -1.7% | -2% | -2%
9 | COc1ccc(-c2nc(C#N)c(NCc3ccc(F)cc3)o2)cc1OC | -12% | 9.5% | ? | 1%
11 | CC(C)=C(NC(=O)c1ccccc1)C(=O)Nc1cccc(C(=O)O)c1 | 6% | -7.2% | -5% | 4%
5 | COc1ccc(/C=C2/SC(c3ccc(C)cc3)=NC2=O)cc1OC | -14% | -1.0% | ? | -5%
6 | Cc1ccc(S(=O)(=O)CCC(=O)OCc2ccc(Cl)cc2)cc1 | 15% | -0.9% | 4% | 8%
10 | CC(C)(C)c1nnc(SCC(=O)c2ccccc2)n(N)c1=O | -8% | ? | 4% | 2%

cpd | GLA spleen mod | Tau fluor cs | TR SRC2 fluor cs | NPSR antag
20 | / | -22% | 0% | /
23 | / | -15% | -1% | /
21 | 4% | -11% | 2% | 1%[46.1 µM]
24 | / | -16% | -2% | /
18 | / | -2% | 0% | /
9 | -18% | ? | -5% | ?
11 | 11% | -10% | 1% | -7%
5 | -1% | ? | -3% | -15%[46.1 µM]
6 | -6% | -18% | 1% | 23%
10 | -4% | -4% | -2% | 4%

# (next part)
cpd | Molecule | CBFb RUNX1 block | Epigenetic reg | Tau fibril FP | TRb SRC2 PPI
25 | C=CCN1C(=O)C(Cc2ccc(OC)cc2)S/C1=N/N=C/c1ccco1 (stereo not given) | 0% | -0.5% | 3% | 4%
26 | COc1ccc(NC(=O)CCCC(=O)OCC(F)(F)C(F)F)cc1 | 0% | -1.0% | 2% | 5%
27 | Cc1cc(C(=O)CN2C(=O)C(=O)N(Cc3ccccc3)C2=O)c(C)n1-c1ccc2c(c1)OCCO2 | -1% | 1.5% | 8% | 5%
28 | CC1(NC(=O)C2CCCCC2)CCS(=O)(=O)C1 (stereo not given) | -10% | -1.4% | 1% | -2%
29 | O=C(Cn1c(=O)n(-c2ccc(F)cc2)c(=O)c2sccc21)c1ccccc1 | -4% | 1.3% | 7% | 6%
30 | O=C(CSc1nnc(-c2ccccc2)n1C1CCCCC1)Nc1ccc(S(=O)(=O)Nc2ccccn2)cc1 | 0% | 0.0% | -6% | -6%
31 | Cn1cnc2nc3n(c2c1=O)CCC3 | -1% | -2.3% | 5% | -8%
32 | COc1ccc(C2Nc3cc(OC)ccc3-n3cccc32)cc1 (stereo not given) | ? | 0.0% | -8% | 0%
33 | CCO[C@H]1OC(C(N)=O)=C[C@@H](c2coc3ccccc3c2=O)[C@@H]1CCCO | 0% | 0.2% | -1% | -1%
34 | COc1ccc(CCN2C(=O)C3C(C2=O)C2C=CC3C23CC3)cc1OC (stereo not given) | -1% | -2.4% | -5% | -2%
35 | CCOC(=O)c1sc(NC(=O)/C=C/c2cnn(C)c2C)c(C(=O)OC(C)C)c1C | 10% | -0.9% | -3% | -12%
36 | COc1ccc(CCNCC(O)Cn2ccc3ccccc32)cc1OC (stereo not given) | 9% | 1.1% | 0% | 2%

cpd | GLA spleen mod | Tau fluor cs | TR SRC2 fluor cs | NPSR antag
25 | 6% | -11% | -2% | -7%[46.1 µM]
26 | -1% | -9% | -1% | -7%[46.1 µM]
27 | -2% | -10% | 2% | -10%
28 | 4% | 9% | -5% | 15%
29 | 6% | -3% | 7% | -4%[46.1 µM]
30 | 9% | -23% | 0% | -14%[46.1 µM]
31 | 2% | 5% | -1% | 6%[46.1 µM]
32 | ? | -27% | -1% | 15%[7.67 µM]
33 | 8% | 3% | 1% | -42%
34 | 0% | -6% | -4% | -4%
35 | 3% | -17% | -3% | -8%[46.1 µM]
36 | 8% | -10% | 2% | 5%

# Later entries
cpd | Molecule | CBFb RUNX1 block | Epigenetic reg | Tau fibril FP | TRb SRC2 PPI
37 | Cc1ccc(S(=O)(=O)Nc2cccc3c2CCCC3)cc1 | 8% | 0.0% | 0% | 8%
38 | CCOc1ccccc1N(CC(=O)NC1CCCCC1)C(=O)CNC(=O)c1ccco1 | 3% | 3.5% | -6% | -14%
39 | OC(COc1cccc2ccccc12)CN1CCN(c2ccc(Cl)cc2)CC1 (stereo not given) | 9% | -4.2% | -14% | 2%
40 | Oc1ccc(Nc2nc(-c3ccc(Cl)cc3)nc3ccccc23)cc1 | / | -4.3% | ? | 1%
41 | Cc1ccc(CCNC(=O)CN(C)S(=O)(=O)c2ccc3c(c2)c(=O)n(C)c(=O)n3C)cc1 | -1% | -2.4% | 4% | -11%

cpd | GLA spleen mod | Tau fluor cs | TR SRC2 fluor cs | NPSR antag
37 | 1% | -21% | -23% | -20%[46.1 µM]
38 | -2% | -9% | -3% | -7%[46.1 µM]
39 | -1% | -5% | -1% | -35%
40 | / | 4µM*[quencher] | -7% | /
41 | -2% | -14% | 2% | -22%[46.1 µM]
